Bioassay records as filed in PubChem.
KAT2A inh: inhibitors of human GCN5L2 histone acetyltransferase. GCN5L2 HAT assay, ThioGlo1 CoA-SH fluorescence. 0.21% of 390,000 active. Potency, µM (series often up to 58.9 µM), without a hit: at the top dose activity change, negative = inhibition, most hits filed as inhibitors
Target sequence (Q92830 whole entry, looked up): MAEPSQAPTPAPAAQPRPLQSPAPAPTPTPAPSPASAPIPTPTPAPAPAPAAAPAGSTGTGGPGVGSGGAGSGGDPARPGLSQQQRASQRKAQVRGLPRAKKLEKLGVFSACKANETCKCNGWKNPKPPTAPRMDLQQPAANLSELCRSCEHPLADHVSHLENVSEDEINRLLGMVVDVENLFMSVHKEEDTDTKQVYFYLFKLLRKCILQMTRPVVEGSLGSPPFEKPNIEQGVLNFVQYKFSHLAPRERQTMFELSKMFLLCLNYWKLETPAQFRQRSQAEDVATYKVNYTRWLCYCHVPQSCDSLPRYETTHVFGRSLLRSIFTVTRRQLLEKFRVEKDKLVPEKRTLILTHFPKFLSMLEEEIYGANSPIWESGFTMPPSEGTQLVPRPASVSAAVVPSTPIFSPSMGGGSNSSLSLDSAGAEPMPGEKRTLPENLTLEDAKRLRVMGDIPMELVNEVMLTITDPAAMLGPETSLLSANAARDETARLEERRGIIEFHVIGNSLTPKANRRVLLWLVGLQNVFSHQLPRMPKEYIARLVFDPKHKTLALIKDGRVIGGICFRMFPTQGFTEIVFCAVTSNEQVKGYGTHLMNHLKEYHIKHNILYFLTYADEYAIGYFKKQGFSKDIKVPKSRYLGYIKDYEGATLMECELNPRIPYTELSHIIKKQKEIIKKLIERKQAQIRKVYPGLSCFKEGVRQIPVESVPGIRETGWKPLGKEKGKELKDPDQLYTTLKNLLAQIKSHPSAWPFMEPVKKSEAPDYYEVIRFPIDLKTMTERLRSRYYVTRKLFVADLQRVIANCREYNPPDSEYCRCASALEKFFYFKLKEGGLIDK
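Fluorescence readout, Ex340nm/Em540nm: ThioGlo1 (50uM final) reacts with free CoA thiol released as 20nM GCN5L2 acetylates H3(1-25) peptide (75uM) using acetyl-CoA (70uM). Compound and enzyme sat 15 min beforehand; 20 min room-temperature reaction.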
TDP1 cell CPT: growth inhibition of DT40 Tdp1-/-;hTDP1 cells with camptothecin (screen for TDP1 inhibitors); chicken DT40 Tdp1-/-;hTDP1 cells + 20 nM CPT, ATP luminescence, 48 h; Potency, µM (top dose mostly 46.2 µM), for inactives: at the highest dose activity change, negative = growth inhibition, actives largely listed as inhibitors; 12% of 420,000 active; AID 686979; note: nearly all actives have a fitted effect of over 55% in size
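Chicken DT40 Tdp1-/- cells complemented with human TDP1, 400 cells/well, exposed to compounds plus 20 nM camptothecin for at least 48 h at 37 C; viability read as ATP content by CellTiter-Glo luminescence.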
DT40 TDP1 no CPT: qHTS for Inhibitors of human tyrosyl-DNA phosphodiesterase 1 (TDP1): qHTS in cells in absence of CPT; DT40 Tdp1-/- hTDP1 cells, no CPT, ATP luminescence, 48 h; Potency, µM (highest dose often 46.2 µM), without a hit: at the top dose activity change, negative = growth inhibition, most hits filed as inhibitors; 15% of 420,000 active; AID 686978, 2013; note: nearly all actives have a fitted effect of over 55% in size
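Seeded 400 DT40-hTDP1 cells/well (vehicle DMSO, no 20 nM CPT); pinned compounds; ≥48 hr at 37 °C; CellTiter-Glo luminescence as viability measure.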
* = called active by the depositor; ? = inconclusive; . = not tested or not shown; [ ] = another dose, or the depositor's remark. Calls come from the whole dose curve; as a rule, active = well fitted curve in the direction sought with a large enough effect; inconclusive = small, poorly fitted or top-dose-only effect, or another doubt; inactive = no such curve, though single readings can be large; an effect the other way counts as inactive or inconclusive. % is set by controls: 0 for no effect and ±100 for the full control effect; potency is the fitted concentration of half-maximal effect. Rows are unselected; 18% or so of the library scored in one or more.

| Compound | KAT2A inh | TDP1 cell CPT | DT40 TDP1 no CPT |
| --- | --- | --- | --- |
| c1cnc(NCCSSCCNc2ncccn2)nc1 | . | -24% | -25% |
| CC1CCN(S(=O)(=O)c2ccc3c(c2)oc(=O)n3CC(=O)NCc2ccc3c(c2)OCO3)CC1 | -16% | ? | ? |
| CCc1ccccc1NC(=O)CNC(=O)c1cn(Cc2ccccc2)nc1-c1cccnc1 | -2% | -5% | -21% |
| COc1ccc(-c2nc(C)c(C(C)=O)n2O)cc1 | -17% | -23% | ? |
| CCOC(=O)N1CCN(C(=O)c2ccc3c(=O)n4c(nc3c2)CCCCC4)CC1 | 0% | -12% | -18% |
| Cc1ccc(OCCC(=O)Nc2ccc(S(=O)(=O)N3CCCC3)cc2)cc1 | -13% | ? | 15µM* |
| Clc1ccc2nc(C3CCCCC3)c(Cc3ccccc3)n2c1 | . | -7% | -28% |
| O=C(Nc1cc2ccc(O)cc2oc1=O)c1ccccc1 | -3% | -1% | -18% |
| COc1ccc(S(=O)(=O)N2CCC(C(=O)N[C@@H](C)C(=O)NCc3ccco3)CC2)cc1 | . | -1% | -18% |
| Cc1ccc(NCc2nc3ccccc3n2C)cc1C | -13% | -1% | -12% |
| CC(=O)c1cccc(N(CC(=O)Nc2cc(C)cc(C)c2)S(C)(=O)=O)c1 | -4% | 8% | ? |
| CCOC(=O)N1CCN(C(=O)CSCC(=O)Nc2nc(-c3ccc4c(c3)OCO4)cs2)CC1 | -9% | 21µM* | 21µM* |
| CSc1ncccc1C(=O)OCC(=O)Nc1ccc(S(=O)(=O)N2CCCC2)cc1 | -4% | ? | -3% |
| CCOc1ccc(S(=O)(=O)NCCc2cn3ccccc3n2)cc1 | -29% | -30% | ? |
| N=c1sccn1CC(=O)Nc1ccc(Cl)cc1[N+](=O)[O-] | -9% | -9% | ? |
| O[C@@H]1CN(C2CCN(Cc3ccccc3)CC2)CC[C@H]1N1CCCCCC1 | . | ? | ? |
| COc1ccc(OC)c(S(=O)(=O)Nc2ccccc2O)c1 | . | 10% | 7% |
| COc1ccc(NC(=O)NC2COc3ccccc3C2)cc1Cl (stereo not given) | -14% | -25% | -14% |
| COc1ccc(NC(=O)CSc2nccn2C)c([N+](=O)[O-])c1 | -2% | 14% | -7% |
| CCOc1ccc(CNS(=O)(=O)c2ccc(-c3coc(C)n3)cc2)cc1 | -1% | ? | 18µM* |
| CN(C)NC1CC(=O)N(c2ccccc2)C1=O (stereo not given) | -4% | ? | -7% |
| Cc1ccccc1CS(=O)(=O)c1cn(CC(=O)N2CCOCC2)c2ccccc12 | -14% | 6% | -4% |
| CC(C)NC(=O)C1CCN(C(=O)c2cnn(-c3ccccc3)c2-n2cccc2)CC1 | -1% | -16% | -8% |
| Cc1ccc(C(=O)NCCc2ccc(Cl)cc2)cc1-n1c(C)nc2cccnc21 | 1% | ? | 23µM* |
| COc1ccccc1OCC(=O)Nc1ccccc1C(=O)Nc1cccc(C(=O)O)c1 | -5% | 3% | -20% |
| Cc1ccccc1-c1nnc(Cc2ccccc2)o1 | -3% | -25% | -19% |
| Cc1ccc(NC(=O)c2c(C(F)(F)F)nn(C)c2Cl)cc1C | -5% | 8% | -7% |
| O=C(CN(C1CCCCC1)S(=O)(=O)c1ccc(F)cc1)NCCCO | -3% | 1% | -17% |
| COC(=O)[C@H](Cc1c[nH]c2ccccc12)NC(=O)NCc1ccc(OC)c(OC)c1 | -26% | 5% | -23% |
| O=C(c1coc2ccc(O)cc12)C1CC1 | -3% | -1% | -1% |
| COC(=O)c1sc(NC(=O)CSc2n[nH]c(N)n2)c(C(=O)OC)c1C | -15% | 3% | 6% |
| CCn1cc(/C=N/NS(=O)(=O)c2ccc(C)cc2)c(C)n1 | -8% | -15% | -11% |
| CC1(C)CC(=O)C2=C(C1)N=C1SCCC(=O)N1C2c1ccc(C(F)(F)F)cc1 (stereo not given) | -8% | ? | -20% |
| COc1cccc(NC(=O)c2ccc(NS(=O)(=O)c3cccs3)cc2)c1 | -9% | ? | -12% |
| CSCCC(NS(=O)(=O)c1ccc(C)cc1)C(=O)N1CCCCCCC1 (stereo not given) | -3% | ? | 16µM* |
| Cc1ccccc1C(=O)Nc1ccc(C(=O)N/N=C/c2ccncc2)cc1 | -7% | 2% | -30% |
| CC(C)(C)c1cc(C(=O)N/N=C/c2cc3c(cc2Br)OCO3)n[nH]1 | -1% | ? | ? |
| Cc1[nH]n(-c2ccccc2)c(=O)c1N=Nc1ccc2c(c1)OCCO2 | -5% | ? | ? |
| CCSc1nc(-c2ccccc2)nc2c1Cc1c(CO)cnc(C)c1O2 | -2% | -9% | -2% |
| Nc1nc(N2CCOCC2)n[nH]1 | -15% | 1% | -2% |
| O=C(c1cc(-c2ccc(O)cc2)on1)N1CCCc2ccccc21 | -14% | -19% | -28% |
| COC(=O)c1cc(OC)c(OC)cc1NC(=S)N1CCN(C/C=C/c2ccccc2)CC1 | -3% | -20% | ? |
| COC(=O)Cc1ccc(OC(=O)CCS(=O)(=O)c2ccc(Cl)cc2)cc1 | 1% | -7% | 17% |
| COc1cc(NC(=O)COn2nnc3ccc(S(C)(=O)=O)cc32)cc(OC)c1 | -16% | 1% | -23% |
| O=C(NCN1CCc2ccccc2C1)c1cnccn1 | -4% | ? | 23µM* |
| C#CCN(C1CCCC1)S(=O)(=O)C=C | . | ? | ? |
| Cc1ccc(NC(=O)c2cc3ccccc3o2)nc1 | 1% | 0% | 5% |
| Cc1cccc(-n2c(C)cc(C)c(C#N)c2=O)c1 | 0% | 8% | 5% |
| Cc1c(C(=O)N2CCCCCC2)sc2ncnc(NCC3CCCO3)c12 (stereo not given) | . | -6% | -25% |
| CCC(=O)c1ccc(N2CCN(C(=O)c3ccc(F)cc3)CC2)c(F)c1 | -8% | 21µM* | 10µM* |
| CC(C)(C)C1CCNC(=O)CC1 (stereo not given) | . | -7% | 1% |
| CSc1ncc2c(=O)[nH]c(-c3ccccc3)nc2n1 | -2% | 2% | -10% |
| CC1CC(=O)N(CC(=O)NCc2ccccc2)c2ccccc2S1(=O)=O (stereo not given) | 2% | 6% | 19% |
| CC1=C(C#N)C(Nc2ccc(Cl)cn2)(C(F)(F)F)C(=O)N1 (stereo not given) | 6% | -7% | -19% |
| Cc1ccc(/C=N/n2c(C3CCCCC3)n[nH]c2=S)cc1 | -14% | -14% | ? |
| CNc1nc2c(N)ncnc2n1[C@H]1O[C@@H](CO)[C@H](O)[C@@H]1O | 18% | ? | ? |
| CCN1C(=O)NC(c2ccc(Cl)cc2)C2=C1CCCC2=O (stereo not given) | -2% | 19% | 2% |
| CN(/N=C\c1ccc(O)c(O)c1)c1nc(-c2ccccc2)cc(-c2ccccc2)n1 | -11% | 0.82µM* | 1.5µM* |
| COc1ccc(OCC2c3cc(OC)c(OC)cc3CCN2C(=O)C(C)C)cc1 (stereo not given) | -7% | ? | 23µM* |
| Cc1ccc(S(=O)(=O)N(C)CC(=O)OCC(=O)N2CC(=O)Nc3ccccc32)cc1 | -4% | -26% | -9% |

A second format for some results above:
CC1CC(=O)N(CC(=O)NCc2ccccc2)c2ccccc2S1(=O)=O (stereo not given)
  KAT2A inh = 2% | TDP1 cell CPT = 6% | DT40 TDP1 no CPT = 19%
CC1=C(C#N)C(Nc2ccc(Cl)cn2)(C(F)(F)F)C(=O)N1 (stereo not given)
  KAT2A inh = 6% | TDP1 cell CPT = -7% | DT40 TDP1 no CPT = -19%
Cc1ccc(/C=N/n2c(C3CCCCC3)n[nH]c2=S)cc1
  KAT2A inh = -14% | TDP1 cell CPT = -14% | DT40 TDP1 no CPT = ?

(continued)
| Compound | KAT2A inh | TDP1 cell CPT | DT40 TDP1 no CPT |
| --- | --- | --- | --- |
| CC(NC1c2ccccc2-c2ccccc21)c1ccccc1 (stereo not given) | 0% | ? | ? |
| CCCc1nc(-c2cc3ccc(C)cc3[nH]c2=O)no1 | 2% | -27% | -6% |
| Cc1cccc(N2C(=O)CC(Sc3nc(C)c4c(n3)CCCC4)C2=O)c1 (stereo not given) | -9% | ? | -14% |
| NNC(=O)c1ccc2[nH]c3c(c2c1)CCCC3 | -1% | -16% | -14% |
| COc1ccc(/C=C/C(=O)N2CCN(c3ccccn3)CC2)cc1 | 0% | -27% | -19% |
| CNC(=S)N1CCN(CCNC2=CC(=O)CC(C)(C)C2)CC1 | -5% | 5% | 14% |
| Cc1ccc(C)c(NC(=O)Cn2cc(S(=O)(=O)Cc3cccc(Cl)c3)c3ccccc32)c1 | -4% | 16µM* | ? |
| O=C(c1ccc([N+](=O)[O-])cc1[N+](=O)[O-])N1CCN(C(=O)C2CCCO2)CC1 (stereo not given) | 0% | ? | -21% |
| CC1(C(=O)NC2CCCC2)CCN1C(=O)Cc1ccc(-c2ccccc2)cc1 (stereo not given) | . | 16µM* | 23µM* |
| CC(C)(C)C(=O)CSc1nnc(-c2cccs2)n1CC1CCCO1 (stereo not given) | 2% | 3% | ? |
| CCCCNC(=O)CCCCCn1c(=O)[nH]c2cc(C(=O)OC)ccc2c1=O | -8% | ? | -49% |
| Cc1c(C(=O)Nc2ccc(Br)cc2)cnn1C | -2% | -5% | -18% |
| COCCNc1nc(SCc2ccccc2)nc2sc3c(c12)CCC3 | -14% | ? | -27% |
| Cc1cccc2c1OCC/C2=N\NC(=O)COc1ccccc1Cl | -4% | ? | ? |
| COc1ccc(CN2C(=O)c3cccnc3C2=O)cc1S(=O)(=O)NC1CCCCC1 | -7% | -15% | -5% |
| CCOC(=O)C1=C(CS(=O)(=O)c2ccccc2)NC(=O)NC1c1ccc(OC)c(OC)c1 (stereo not given) | -12% | -13% | 14% |
| COc1ccc(CCNC(=O)CCC2COc3ccccc3O2)cc1OC (stereo not given) | -2% | -4% | 1% |
| COc1ccc2c(c1)CO[C@]21O[C@H](CCO)C[C@H](O)[C@H]1O | . | -2% | -10% |
| O=S1(=O)N=C(SCCO)c2ccccc21 | -3% | ? | ? |
| CC(=O)n1c2c(c3ccccc31)OC(N)=C(C#N)C2c1cccc(Cl)c1Cl (stereo not given) | -2% | 15µM* | 7.3µM* |
| Brc1ccc(OCCCN2CCOCC2)cc1 | -7%[0.501 µM] | -21% | ? |
| O=C(c1cc(C2CC2)nn1-c1ccccc1)N1CCN(S(=O)(=O)c2cccc(F)c2)CC1 | -7% | ? | -61% |
| CCC(=O)N1CCCc2cc(S(=O)(=O)N3CCC(N4CCCCC4)CC3)ccc21 | -6% | -5% | -6% |
| CCCCC/C=C\C/C=C\C/C=C\C=C\[C@@H](O)CCCC(=O)O | 0% | 5%[0.628 µM] | -12%[0.628 µM] |
| CCOc1ccc(NC(=O)C(C)n2c(=O)cc(C)c3c(C)nn(-c4ccccc4)c32)cc1 (stereo not given) | 0% | ? | ? |
| O=C(NCc1ccccc1OC(F)(F)F)C1CCC(=O)N(CCc2ccccn2)C1 (stereo not given) | . | 10% | 6% |
| Cc1ccc(CCC(=O)Nc2ccc(C)c(C)c2)o1 | -2% | -12% | 14% |
| Cc1ccc(-n2nnc3c(=O)n(Cc4cccc(C)c4)cnc32)cc1 | -2% | ? | ? |
| Cn1c(SCC(=O)NC(C)(C)C)nnc1-c1ccc(C(C)(C)C)cc1 | -6% | ? | 23µM* |
| CCN1CCN(c2nc(-c3cccnc3)nc3ccccc23)CC1 | 2% | -23% | -13% |
| CCc1nc2c(OCc3ccc(C(F)(F)F)cc3)cccn2c1N(C)C(=O)c1ccco1 | . | ? | ? |
| O=S(=O)(O)c1cnccc1Nc1cccc(C(F)(F)F)c1 | . | 4% | -12% |
| O=C(N/N=C/c1c[nH]c2ccccc12)c1cccs1 | 3% | -21% | -26% |
| COc1cc([N+](=O)[O-])ccc1NC(=O)Nc1nc2c(s1)CCCC2 | 23% | -4% | -26% |
| O=C(NC1CCCC1)C(c1ccccc1)n1c(-c2cccs2)nc2ccccc21 (stereo not given) | . | ? | ? |
| Cc1ccc(OCC(=O)Nc2ccc(Cl)cc2)c(-n2nc3ccccc3n2)c1 | -8% | -30% | ? |
| COc1ccccc1CN1CCCC2(CCN(S(C)(=O)=O)CC2)C1 | -1% | 12% | -6% |
| COc1cc2c(cc1OC)C(C)N(S(=O)(=O)c1cccs1)CC2 (stereo not given) | -10% | -13% | -16% |
| CC(=O)C(=[N+]=[N-])C(=O)NCc1ccccc1 | -19% | 5% | -18% |
| COc1ccccc1C1C(C(C)=O)=C(O)C(=O)N1CCc1ccccc1 (stereo not given) | -11% | 0% | -15% |
| Cc1ccc(S(=O)(=O)NCC(=O)N(CC2CCCO2)C(C(=O)NCC2CCCO2)C(C)C)cc1 (stereo not given) | -1% | 15% | 0% |
| O=C(Cc1ccccc1Cl)Nc1cc(S(=O)(=O)N2CCOCC2)ccc1N1CCOCC1 | 1% | -9% | -15% |
| OCCNc1ccc(Cl)cc1 | -6% | -13% | -20% |
